HTT aggregate: mutant huntingtin aggregation inhibition. PC12 HttQ103-GFP aggregates, Acumen cytometry, 40 h. Potency, µM (highest dose often 46.1 µM), without a hit: top-dose activity change, negative = inhibition, actives largely listed as inhibitors. 1.1% of 220,000 active. AID 1688; further: on the % scale 0 is the no-effect control and ±100 the full control effect; nearly all actives have a fitted effect of over 60% in size
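PC12 cells stably carrying ecdysone-inducible HTT exon 1 Q103–GFP were induced with tebufenozide (100 nM final) and treated with library compounds in titration. GFP aggregates in lysates were counted by laser scanning cytometry.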
GoLoco inh red: blocks human Gai1 binding to RGS12 GoLoco peptide, red readout; P63096; Gai1:RGS12 GoLoco peptide FP, rhodamine, 10 min; Potency, µM (series often up to 61.6 µM), without a hit: at the top dose activity, negative = inhibition, actives largely listed as inhibitors; 0.44% of 230,000 active; AID 880; active means well fitted inhibition curve with a large enough effect, not every such curve was filed as active; inactive means no such curve, though single readings can be large or run the other way; further: on the % scale 0 is the no-effect control and ±100 the full control effect; nearly all actives have a fitted effect of over 30% in size; many of its hits are not listed in these tables
Target sequence (P63096 whole entry, looked up): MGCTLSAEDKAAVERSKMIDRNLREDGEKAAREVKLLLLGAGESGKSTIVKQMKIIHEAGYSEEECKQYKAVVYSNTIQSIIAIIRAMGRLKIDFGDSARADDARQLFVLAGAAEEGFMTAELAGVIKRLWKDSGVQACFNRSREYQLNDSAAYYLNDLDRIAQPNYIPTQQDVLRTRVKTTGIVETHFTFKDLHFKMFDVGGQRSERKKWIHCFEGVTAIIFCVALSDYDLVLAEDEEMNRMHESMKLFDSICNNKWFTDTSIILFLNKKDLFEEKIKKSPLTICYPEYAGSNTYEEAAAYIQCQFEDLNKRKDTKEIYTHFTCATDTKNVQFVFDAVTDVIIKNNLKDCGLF
aGlu spleen mod: inhibits or activates alpha-glucosidase in human spleen homogenate; Potency, µM (doses to about 79.9 µM), inactives show at the top dose activity change, negative = inhibition, hits mostly inhibitors; 0.006% of 240,000 active; AID 2112; human spleen homogenate, 4-MU-alpha-glucoside fluorescence;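 further: 0% = enzyme with vehicle and -100% = no enzyme basal signal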
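Compounds were titrated against alpha-glucosidase in spleen homogenate at pH 5.0, with 1 mM 4-methylumbelliferyl substrate for 40 min at 37 C. Reactions were quenched with pH 10 NaOH/glycine and fluorescence measured.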
GAA glycogen: inhibitors or activators of human alpha-glucosidase glycogen cleavage | Potency, µM (titrated, usually from 76.4 µM), for inactives: at the top dose activity change, negative = inhibition, most hits filed as inhibitors | 0.38% of 300,000 active | P10253 | recombinant GAA, glycogen substrate, Amplex Red glucose oxidase fluorescence;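 further: 0% = full enzyme reaction and -100% = no-enzyme basal signal; the screen sought inhibitors and activators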
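Recombinant enzyme (4 nM final) with compounds titrated up to 77 uM and bovine liver glycogen (30 ug) in citrate pH 5.0, 0.01% Tween-20, 37 C 40 min. Released glucose detected by Amplex Red/glucose oxidase (Ex 573/Em 610); AC50 from Hill fits.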
GAA inhib: blocks human lysosomal alpha-glucosidase. AID 1466. purified human GAA, 4-MU-alpha-glucoside fluorescence. 0.005% of 200,000 active. P10253. Potency, µM (highest dose often 76.9 µM), inactives show at the top dose activity change, negative = inhibition, actives largely listed as inhibitors;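 further: plate controls were uninhibited enzyme wells for no effect and no-enzyme background for full effect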
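Human alpha-glucosidase, 4 nM, pre-mixed with test compounds before 400 uM 4-methylumbelliferyl substrate; 20 min room temperature at pH 5.0. Fluorescence read after pH 10 stop; AC50 values from Hill-equation fits.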
HTT ATP protect: protects HTT-Q103 PC12 cells, measured by ATP; PC12 HTT-Q103 induced, cytoprotection, ATP luminescence, 40 h; Potency, µM (top dose mostly 56.4 µM), without a hit: cytoprotection (ATP increase), actives largely listed as activators; 0.14% of 230,000 active; AID 1471;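 further: % of control where 0% means no effect; nearly all actives have a fitted effect of over 45% in size; toxic huntingtin expression switched on by the ecdysone agonist tebufenozide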
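Cells were plated at 1500 per well in phenol red-free DMEM with 5% equine and 5% calf serum. Tebufenozide (100 nM final) and compounds were added, then ATPlite reagent, and luminescence was read.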
IMPase Li inh: membrane-permeable IMPase blocker, potentiated with lithium. CHO-M1 cells, IP1 TR-FRET (IP-One), carbachol + lithium. Potency, µM (highest dose often 59.4 µM), for inactives: at the top dose activity, negative = IMPase inhibition, usual class: inhibitors. 0.35% of 210,000 active. AID 1457;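 further: IP1 builds up when IMPase is blocked and the TR-FRET signal falls; plate controls were basal vehicle for no effect and high inhibitor control for full effect; nearly all actives have a fitted effect of over 50% in size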
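Test compounds were applied to CHO-M1 cells previously cultured for 16–30 h at 2000 per well. A small lithium amount accompanied them; after 30 min at 37C, IP1 was quantified by TR-FRET.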
Active calls of the source: *; u = inconclusive; x = no result given; & = joins results of further samples; [ ] = remark or other dose. Unless noted, the call rests on the fitted dose curve; in most records, active means well fitted curve in the direction sought with a large enough effect; inconclusive means small, poorly fitted or top-dose-only effect, or another doubt; inactive means no such curve, though single readings can be large; an effect the other way counts as inactive or inconclusive. Potency means the concentration at half of the fitted maximal effect.

SMILES	HTT aggregate	GoLoco inh red	aGlu spleen mod	GAA glycogen	GAA inhib	HTT ATP protect	IMPase Li inh
Cc1cc(C)nc(SCC(=O)NNC(=O)c2ccccc2C)n1	26%	-7%	0%	-13%	-6%	u	4%
CCOc1ccc(NC(=O)CSCc2cnn(-c3ccccc3)c2-n2cccc2)cc1	-3%	9%	-6%	-4%	-7%	-22%	30%[38.3 µM]
Cc1nc2ccc(S(=O)(=O)NC(CC(C)C)C(=O)O)cc2s1 (centres undefined)	2%	-4%	0%	13%	-2%	-11%	-1%[38.3 µM]
C/C(=N/NC(=O)c1cc(-c2ccc(Br)s2)[nH]n1)c1ccco1	x	10%	6%	-29%	u	x	2%
O=C(O)CCC1=C2c3ccccc3CCN2C(=O)CC1	-12%	-1%	0%	0%	-2%	-7%	11%[38.3 µM]
Cn1ncc(Cl)c1C(=O)N1CCN(C(=O)c2ccco2)CC1	6%	4%	3%	19%	-1%	-3%	-2%
CN1CCN(NC(=S)NC2CCCC2)CC1	1%[9.22 µM]	7%	-12%	-19%	7%	8%	16%
Cc1nnc(Sc2cc(C(=O)NCCCOC(C)C)c3ccccc3n2)s1	-17%[9.22 µM]	1%	-3%	7%	x	-2%[10 µM]	x
NS(=O)(=O)c1ccc(N/N=C/c2cn(-c3ccccc3)nc2-c2cccs2)c([N+](=O)[O-])c1	8%	-45%	3%	0%	5%	-57%[inhibitor][10 µM]	7%
CN(C)Cc1ccccc1COc1ccccc1	-12%	-2%	-4%	0%	4%	14%[10 µM]	-9%
COc1cccc(OC)c1CNC(=O)CCSCc1ccccc1F	-1%	2%	-6%	-5%	-1%	-16%	0%
Cc1ccc2nc(NC(=O)CSCc3ccccc3)sc2c1	4%	11%	-13%	13%	-3%	0%	12%[38.3 µM]
COc1ccc(C(=O)CCC(=O)O)cc1	12%	7%	-5%	7%	-6%	-4%	-15%[38.3 µM]
CCc1ccc(Nc2cnn(-c3nc4ccccc4s3)c(=O)c2Cl)cc1	-20%	1%	2%	-5%	-1%	10%[10 µM]	7%
C[C@]12CC[C@@H]3c4ccc(OC(=O)c5ccccc5)cc4CC[C@H]3[C@@H]1CC[C@@H]2O	16%	12%&4%	0%	x	-2%[15.4 µM]	u	7%
O=c1cc(-c2ccccc2)nc2nc(COc3ccccc3)[nH]n12	8%	6%	1%	7%	-13%	-5%[10 µM]	4%
Fc1ccccc1OCCSc1nc2ccccc2o1	-9%	4%	3%	-4%	-1%	2%	20%[38.3 µM]
COc1ccccc1/C=C(/C(=O)NCCCn1ccnc1)c1ccccc1	-25%	8%	2%	1%	7%	-50%	11%
CC(C)[C@H](NC(=O)c1ccco1)C(=O)OCC(=O)Nc1cccc(F)c1	2%	2%	2%	-5%	1%	-28%	3%
O=C(CN1C(=O)/C(=C/c2ccccc2F)Oc2ccccc21)N1CCN(c2ccccn2)CC1	-15%	-10%	-5%	4%	12%	-6%[10 µM]	-2%
O=S(=O)(Nc1ccc(-c2nnc(SCc3ccc(Cl)cc3)o2)cc1)c1ccccc1	-9%	1%	-9%	4%	u	3%[1.9 µM]	16%
Cc1cccc(C)c1NC(=O)NNC(=O)c1cc(C(C)(C)C)nn1Cc1ccccc1	4%[9.22 µM]	10%	7%	8%	-7%	20%[10 µM]	x
O=C(Nc1nc(-c2nc3ccccc3s2)cs1)C1CC1	4%	-3%	-1%	-6%	-27%	-35%[10 µM]	22%[38.3 µM]
CCn1c(=O)cc(SCC(=O)Nc2ccc3c(c2)OCCO3)c2ccccc21	20%	11%	0%	0%	-3%	-9%	u
CC1CN(C(=O)/C=C/c2ccc([N+](=O)[O-])s2)CC(C)O1 (centres undefined)	u	2%	x	-11%	-7%	-84%[inhibitor]	-3%
SMILES	HTT aggregate	GoLoco inh red	aGlu spleen mod	GAA glycogen	GAA inhib	HTT ATP protect	IMPase Li inh
O=S(=O)(Cc1ccccc1)N1CCN(Cc2ccc3c(c2)OCO3)CC1	7%	1%	1%	-3%	-2%	-4%	0%[38.3 µM]
Clc1ccc2noc(-c3ccccc3)c2c1	20%	18%	2%	x	1%	-29%	56%[activator][38.3 µM]
CCOC(=O)c1cc(CN2CCOCC2)oc1-c1ccccc1	9%	5%	-3%	1%	1%	-2%	4%[38.3 µM]
Cc1ccc(C2C3=C(CC(C)(C)CC3=O)Nc3onc(C)c32)cc1 (centres undefined)	2%	-3%	-5%	u	u	19%	23%[38.3 µM]
O=C(CCS(=O)(=O)c1cc(Br)cc2c1N(C(=O)C1CC1)CC2)NCC1CCCO1 (centres undefined)	-10%	3%	-6%	3%	5%	25%[10 µM]	4%
COc1ccc(OC)c(C2c3c(oc4ccccc4c3=O)C(=O)N2CCCN(C)C)c1 (centres undefined)	-12%	9%	2%	3%	0%	-5%[0.074 µM]	-8%[38.3 µM]
O=C(/C=C\c1ccco1)Nc1cc([N+](=O)[O-])ccc1F	u	12%	1%	0%	-7%	-79%[inhibitor][10 µM]	-13%
NC(=O)N/N=C/c1c(Sc2nnnn2-c2ccccc2)nc2ccccn2c1=O	12%[9.22 µM]	1%	-5%	5%	2%[15.4 µM]	4.5µM*	x
CN1CCCC1=Nc1c2c(nc3ccccc13)N(C)CC2	-15%	5%	3%	4%	10%	-16%[10 µM]	3%
Cc1cc(C)c(CSc2ncc(-c3ccc([N+](=O)[O-])cc3)[nH]2)c(C)c1	u	9%	-9%	-1%	u	-54%[inhibitor]	6%[38.3 µM]
Cc1cccc(C(=O)Nc2ccc(N3CCN(c4ccc(C(F)(F)F)cn4)CC3)nc2)c1	18%[9.22 µM]	33%[activator]	2%	-3%	1%	10%[10 µM]	x
CCCOP(=O)(c1ccccc1)c1ccccc1	-14%	2%	-1%	6%	6%	12%[10 µM]	2%
CC(C)(C)n1nnnc1C(c1cccs1)N(Cc1ccc(Cl)cc1)CC1CCCO1 (centres undefined)	14µM*	-7%	3%	-15%	-8%	-47%[inhibitor]	0%[38.3 µM]
CCN(CC(=O)NC1CCCCC1)S(=O)(=O)c1ccc(Cl)cc1	-19%	-11%	-7%	-1%	3%	24%[10 µM]	10%[38.3 µM]
NCCCCCCNS(=O)(=O)c1ccc2c(Cl)cccc2c1	x	-1%	1%	x	x	-54%[inhibitor][1.9 µM]	19%
Cc1ccc(OC(C)C(=O)N/N=C/c2ccccn2)cc1 (centres undefined)	-4%	-14%	-2%	-2%	3%	-3%	-5%
NS(=O)(=O)c1ccc(NC(=S)NC(=O)C2CCCCC2)cc1	0%[9.22 µM]	11%	-4%	9%	9%	8%[10 µM]	1%
Cc1ccc(S(=O)(=O)N2CCN(C(=O)CCC(=O)NCc3ccc(F)cc3)CC2)cc1	-9%	2%	-2%	0%	-13%	x	-3%
COc1ccccc1NC(=O)COC(=O)c1ccc2c(c1)nc(C)n2-c1ccccc1	-6%	26%	8%	-2%	0%	10%[10 µM]	12%
CCn1c(SCC(=O)NCC(=O)Nc2ccc(F)cc2)nnc1-c1cccs1	-11%	1%	3%	12%	-7%	-27%	-8%[38.3 µM]
Cc1ccc2nc(Cl)c3cc(C(=O)N(CCN(C)C)Cc4ccco4)sc3c2c1	u	6%	0%	5%	-6%	-29%	17%
Cc1ccc(CC(=O)N2CCN(c3ccccn3)CC2)cc1	7%	0%	-3%	1%	-5%	-16%	-20%[38.3 µM]
Cc1ccc(-c2cc(C(=O)Nc3cc(C)on3)no2)cc1	6%[9.22 µM]	8%	0%	16%	8%	2%[10 µM]	1%
Cc1cc(C)nc(SCC(=O)O)n1	-14%	5%	1%	3%	-1%	-6%[10 µM]	-7%[38.3 µM]
COc1ccc(CCN=C(N)NS(=O)(=O)c2cccs2)cc1OC	6%	-1%	-2%	-10%	2%	-6%	-5%

An excerpt from above, limited to GAA glycogen:
Structure	GAA glycogen
Cc1nc2ccc(S(=O)(=O)NC(CC(C)C)C(=O)O)cc2s1 (centres undefined)	13%
C/C(=N/NC(=O)c1cc(-c2ccc(Br)s2)[nH]n1)c1ccco1	-29%

(further entries)
SMILES	HTT aggregate	GoLoco inh red	aGlu spleen mod	GAA glycogen	GAA inhib	HTT ATP protect	IMPase Li inh
COc1ccc(/C=C2/SC(=S)N(CCCC(=O)Nc3ccc(O)cc3)C2=O)cc1	16%[9.22 µM]	3%	-3%	-13%	x	13%[10 µM]	x
CCCN1C(=O)COc2ccc(C(=O)c3ccccc3C(=O)O)cc21	-31%	10%	-3%	10%	-6%	-2%	2%
Cc1ccc(S(=O)(=O)N2CCCCC2)cc1NC(=O)COC(=O)Cc1cccc2ccccc12	-14%	-12%	-4%	-6%	-8%	x	-1%
Cc1ccccc1NC(=O)NCCCN1CCN(c2ccccc2)CC1	13%	9%	-8%	3%	-12%	8%	20%[38.3 µM]
Nc1nc[nH]c(=O)c1N=Cc1ccccc1	2%[9.22 µM]	0%	4%	u	u	14%[10 µM]	x
CCc1ccc(-c2cn(C3CCCCC3)c(=S)[nH]2)cc1	-9%	-4%	1%	-12%	-2%	5%	3%
Cc1cccn2cc(CCNS(=O)(=O)c3cccs3)nc12	-3%[9.22 µM]	6%	-1%	6%	x	-11%[10 µM]	x
COc1cc(-c2nnc(-c3ccc(S(=O)(=O)c4ccccc4)cc3)o2)cc(OC)c1OC	4%	3%	4%	5%	u	-9%[10 µM]	-11%[38.3 µM]
Nn1cnc2scc(-c3cccs3)c2c1=O	-5%	5%	12%	-3%	7%	-6%	7%
CCc1nnc(NC(=O)C2CCCN2S(=O)(=O)c2ccc(C)cc2)s1 (centres undefined)	34%	-4%	1%	-1%	-2%	-10%[10 µM]	4%
O=C(C[n+]1cc(-c2ccc(Cl)c(Cl)c2)n2c1CCC2)OCc1ccccc1	6%	5%	-1%	5%	1%	11%[10 µM]	13%
O=c1oc2cc(OCc3nn[nH]n3)ccc2c2c1CCCC2	3%	1%	-1%	7%	-1%	13%	-11%[38.3 µM]
COc1cc(NC(=O)CS(=O)(=O)c2ccccc2)cc(OC)c1OC	8%	0%	2%	2%	-7%	-16%	-3%[38.3 µM]
O=C(COc1ccc(-n2cnnn2)cc1)NCCc1ccc(F)cc1	6%	3%	-3%	1%	-11%	-26%	-2%[38.3 µM]
CC(C)COCC(O)CC(Cc1ccccc1)C(=O)NN (centres undefined)	0%[9.22 µM]	17%	-1%	18%	9%	12%[10 µM]	3%

Whole records as entered above. Screens in order: HTT aggregate	GoLoco inh red	aGlu spleen mod	GAA glycogen	GAA inhib	HTT ATP protect	IMPase Li inh
C[C@]12CC[C@@H]3c4ccc(OC(=O)c5ccccc5)cc4CC[C@H]3[C@@H]1CC[C@@H]2O is listed as 16%	12%&4%	0%	x	-2%[15.4 µM]	u	7%
Cc1nnc(Sc2cc(C(=O)NCCCOC(C)C)c3ccccc3n2)s1 is listed as -17%[9.22 µM]	1%	-3%	7%	x	-2%[10 µM]	x

Some of the compounds tested; the hit share may differ from the screen's.
